Source: PubChem (several laboratories)
VIM-2 inhibitor = inhibitors of Pseudomonas aeruginosa VIM-2 metallo-beta-lactamase; purified VIM-2, nitrocefin hydrolysis, epi-absorbance fluorescence; inhibition, % at 5.6 µM; actives 0.89% (n = 290,000);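 active = inhibition above the mean of all tested compounds plus 3 SD, cutoff set per screening run, cut at about 7.5% in these data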;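 also: red hydrolysis product quenches plate fluorescence so inhibitors raise well fluorescence; 0% = enzyme with DMSO and 100% = DMSO without enzyme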
IMP-1 inh = blocks Pseudomonas aeruginosa IMP-1 metallo-beta-lactamase | purified IMP-1, nitrocefin hydrolysis, epi-absorbance fluorescence | actives 0.45% (n = 290,000) | inhibition, % at 5.6 µM;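 active = inhibition above the mean plus 3 SD of all compounds in the same screening run, cut at about 4.5% in these data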;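 also: 0% = IMP-1 with DMSO and 100% = DMSO wells lacking enzyme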
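System: purified IMP-1 / Input: IMP-1 dispensed at 0.2 nM / Medium: 50 mM HEPES pH 7.1, 50 µM ZnSO4, 0.05% Brij 35 / Timing: 15 min enzyme–compound preincubation, then 25 min nitrocefin reaction, 25 °C / Technique: plate fluorescence quenching by hydrolysis product, ex 480/em 530 nm / Repeats: singlicate testing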
pCIP destab = lowers stability of the mouse p/CIP coactivator protein | F442A p/CIP-EGFP cells, EGFP fluorescence, 16 h | AID 1984 | decrease of EGFP signal, % at 10 µM | Q05BA5 | actives 0.01% (n = 290,000);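 active = EGFP signal decrease of at least 30% at 10 µM or well 3 SD below plate mean, unless failing retest; inactive = the rest, including hits failing retest or dose response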; also: some compounds called inactive have numbers as strong as hits; many of its hits are not listed in these tables
UBC9 SUMO inh = inhibitors of human SUMOylation (UBC9); P63279; HTRF SUMOylation assay, SAE1/SAE2 + UBC9, in vitro; inhibition, % at 35 µM; actives 0.36% (n = 290,000); AID 2006; in the data active = inhibition above about 50%, passing the limit was not always enough; also: strong numbers were not always called active
FID counter = fluorescent intercalator displacement, NS3 helicase counter-screen; DNA fluorescent intercalator displacement, fluorescence; inhibition, % at 7.9 µM; actives 0.17% (n = 290,000); AID 1845; in the data active = inhibition above about 37%;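 also: 0% = vehicle and 100% = reference compound; higher means more ethidium bromide displaced from hairpin DNA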
IDE cell activ = IDE (human) activation, cell-based | AID 493087 | actives 0.073% (n = 340,000) | activation, % at 5.96 µM | HEK cells, FAbeta-B cleavage, fluorescence polarization; 0% vehicle, 100% cell-free pure enzyme wells;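 active = activation above the mean of all tested compounds plus 3 SD, set per screening campaign, cut at about 17% in these data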
Target sequence (P14735 whole entry, looked up): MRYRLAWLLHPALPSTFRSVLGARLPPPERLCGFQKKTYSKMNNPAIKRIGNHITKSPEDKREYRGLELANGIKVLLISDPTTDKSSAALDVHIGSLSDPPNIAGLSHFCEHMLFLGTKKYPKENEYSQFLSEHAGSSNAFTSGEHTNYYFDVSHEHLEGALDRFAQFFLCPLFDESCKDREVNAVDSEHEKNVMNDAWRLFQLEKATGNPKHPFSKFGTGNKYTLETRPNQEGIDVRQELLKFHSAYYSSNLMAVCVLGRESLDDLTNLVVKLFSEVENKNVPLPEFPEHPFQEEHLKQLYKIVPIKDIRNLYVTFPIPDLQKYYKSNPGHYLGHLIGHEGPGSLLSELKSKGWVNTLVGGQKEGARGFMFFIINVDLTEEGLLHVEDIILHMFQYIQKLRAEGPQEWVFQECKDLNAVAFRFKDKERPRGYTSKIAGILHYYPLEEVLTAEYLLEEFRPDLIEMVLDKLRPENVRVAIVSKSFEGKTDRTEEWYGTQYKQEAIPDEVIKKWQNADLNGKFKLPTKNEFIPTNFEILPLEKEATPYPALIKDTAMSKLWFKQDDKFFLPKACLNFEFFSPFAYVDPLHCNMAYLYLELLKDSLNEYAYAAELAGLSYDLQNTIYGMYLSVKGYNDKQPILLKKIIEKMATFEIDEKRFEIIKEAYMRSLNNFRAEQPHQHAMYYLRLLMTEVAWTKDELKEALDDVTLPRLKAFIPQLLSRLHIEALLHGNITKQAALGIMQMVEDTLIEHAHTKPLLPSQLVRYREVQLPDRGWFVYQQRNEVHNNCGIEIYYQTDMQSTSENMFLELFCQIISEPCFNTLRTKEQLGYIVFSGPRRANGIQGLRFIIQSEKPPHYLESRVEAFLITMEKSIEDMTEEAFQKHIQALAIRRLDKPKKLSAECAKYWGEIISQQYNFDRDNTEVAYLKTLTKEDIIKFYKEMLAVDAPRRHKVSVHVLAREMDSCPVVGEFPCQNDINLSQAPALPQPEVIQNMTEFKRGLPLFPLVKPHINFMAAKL
NS3 helicase inh = inhibitors of Hepatitis C virus NS3 helicase; inhibition, % at 10.9 µM; actives 0.56% (n = 290,000); NS3 helicase DNA unwinding, Cy5 molecular beacon fluorescence;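 active = inhibition above the mean of all tested compounds plus 3 SD, set per campaign, cut at about 35% in these data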;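 also: 0% = DMSO wells and 100% = thioflavine S control wells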
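Control set: DMSO versus 110 µM thioflavine S; Material: NS3 helicase fragment of HCV; Measured by: Cy5 fluorescence at 0 and 60 min, beacon hairpin quenching; Read-out basis: percent inhibition from t60/t0 fluorescence ratio; Times: reaction time 60 min, 25 °C; Repeats: single replicate; Compound dosing: single dose, 10.9 µM nominal final, DMSO 0.8% final.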
IDE cell inh = inhibitors of human insulin-degrading enzyme in cells. P14735. HEK cells, FAbetaB cleavage, fluorescence polarization. inhibition, % at 5.59 µM. actives 0.41% (n = 320,000);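 active = percent inhibition above the average of all tested compounds plus 3 SD, set per screening campaign, cut at about 16% in these data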;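 also: IDE supplied by intact live HEK cells; FP after avidin binding of uncleaved biotin substrate so inhibition keeps polarization high; 0% = DMSO wells and 100% = 60 µM reference IDE inhibitor Ii1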
M18AAP inhibitor = PfM18AAP enzyme inhibition; recombinant PfM18AAP, H-Glu-NHMec fluorogenic cleavage; inhibition, % at 7.35 µM; actives 1.2% (n = 290,000); AID 1822;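 active = inhibition above the campaign mean inhibition over all tested compounds plus 3 SD, cut at about 28% in these data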;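 also: 0% = plate median of test compound wells and 100% = 2 mM ZnCl2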
* hit, by the source's call; . = no result given.

SMILES	VIM-2 inhibitor	IMP-1 inh	pCIP destab	UBC9 SUMO inh	FID counter	IDE cell activ	NS3 helicase inh	IDE cell inh	M18AAP inhibitor
CCSc1nnc(Cn2c(=O)sc3ccccc32)n1C	-0.4	0.4	-1	5	-3	3	0	4	-9
CC(C)C(C)NC(=O)COc1ccc(OCc2ccccc2)cc1 (configuration not stated)	0.7	-1.5	9	2	-30	0	1	-4	1
CCOC(=O)N1CCN(Cc2nc(Cc3cccc(C(F)(F)F)c3)no2)CC1	-0.9	-1.6	-12	-8	-24	5	13	0	0
Cc1ccc(C2=C(c3ccc([N+](=O)[O-])cc3)C(=O)OC2)cc1C	-2.1	13*	5	3	-10	4	26	-1	-6
COc1ccc(S(=O)(=O)c2c(O)c3ccc(C(=O)Nc4ccc(F)cc4F)cc3[nH]c2=O)cc1	-2.7	-4.1	4	20	-49	-1	8	1	10
O=C(NCc1ccc(Cl)cc1)c1ccc(NC(=O)C2CCCO2)cc1 (configuration not stated)	-2.3	-2.0	-11	7	-29	-1	-3	2	3
O=C(C1CCCCN1S(=O)(=O)c1ccccc1)N1CCCCC1 (configuration not stated)	0.4	2.0	8	-9	-16	1	1	4	1
O=C(/C=C/c1cccs1)N1CCC2(CC1)Oc1ccc(F)cc1C(=O)C21CC(c2ccc(Cl)cc2)=NO1 (configuration not stated)	.	.	0	-9	.	-2	.	6	.
COC(=O)C1CCN(Cc2ccc(OCCCN3CCN(c4ccc([N+](=O)[O-])cc4)CC3)cc2)CC1	0.9	-2.8	-2	8	22	-2	-8	5	-10
O=C(NCc1ccccc1)NC(O)C(Cl)(Cl)Cl (configuration not stated)	-1.6	-4.1	-6	4	-2	-5	-14	2	3
COc1ccc(N(CC(=O)Nc2cccc(C)c2)S(=O)(=O)c2c(C)noc2C)cc1	0.1	-2.7	-26	-5	-26	2	-15	-2	-13
COCCOC(=O)c1c(NC(=O)CSc2cccc[n+]2[O-])sc(C(N)=O)c1C	-2.5	-0.2	10	0	-3	2	6	3	5

Full records from above. Values in the order: VIM-2 inhibitor, IMP-1 inh, pCIP destab, UBC9 SUMO inh, FID counter, IDE cell activ, NS3 helicase inh, IDE cell inh, M18AAP inhibitor
Record of O=C(NCc1ccc(Cl)cc1)c1ccc(NC(=O)C2CCCO2)cc1 (configuration not stated) : -2.3, -2.0, -11, 7, -29, -1, -3, 2, 3
Record of COc1ccc(N(CC(=O)Nc2cccc(C)c2)S(=O)(=O)c2c(C)noc2C)cc1 : 0.1, -2.7, -26, -5, -26, 2, -15, -2, -13
Record of O=C(/C=C/c1cccs1)N1CCC2(CC1)Oc1ccc(F)cc1C(=O)C21CC(c2ccc(Cl)cc2)=NO1 (configuration not stated) : ., ., 0, -9, ., -2, ., 6, .

(listing goes on)
SMILES	VIM-2 inhibitor	IMP-1 inh	pCIP destab	UBC9 SUMO inh	FID counter	IDE cell activ	NS3 helicase inh	IDE cell inh	M18AAP inhibitor
CCCC/C(O)=N\S(=O)(=O)c1ccc(N=NN(C)C)cc1	1.0	-1.4	2	17	-1	5	0	3	-11
COCCCn1c(=O)c2sccc2n2c(CCCC(=O)N(C)Cc3ccco3)nnc12	-1.1	-2.1	-1	0	-28	5	-4	-1	-4
Cc1ccc(CSc2cc(C)[nH]c(=O)n2)cc1	-0.7	-3.8	-6	14	-13	1	24	6	-5
COc1ccccc1NC(=O)C1CCCN1C(=O)NC1CCCCC1 (configuration not stated)	2.0	0.4	-1	22	-7	6	-2	-3	-9
CNS(=O)(=O)c1ccc(C(C)(C)C)cc1	1.8	-1.9	-9	4	-3	2	4	6	0
CNC(=S)NCCc1ccc(OC)cc1	1.5	-1.7	6	23	-2	1	-7	0	-2
Fc1cccc(CN2CCN3CCCC3C2C2CCCCC2)c1 (configuration not stated)	-3.6	-2.9	-13	-12	9	4	-14	-4	-5
O=C(O)c1cccc(N/N=C/c2cccnc2)c1	-3.5	-2.6	4	0	-1	2	2	.	0
CCC(C)(C)NC(=O)CN(C(=O)CCC(=O)Nc1nccs1)c1ccc2c(c1)OCCO2	-3.3	-3.1	-9	0	-39	6	11	9	0
CCCCNC(=O)Cn1c(=O)n(C)c2ccccc21	-5.6	-1.2	-11	12	-11	5	22	-2	1
CCOC(=O)C1=C(C)Nc2sc(C(=O)c3ccc(Br)cc3)c(N)c2C1c1ccc(C(=O)OC)cc1 (configuration not stated)	7.5	-3.6	1	4	-9	-1	1	0	8
CNC(=O)CN(c1cc(C)ccc1OC)S(=O)(=O)c1ccc(C)cc1	1.4	-1.0	-4	0	-14	4	-5	1	-13
COc1cccc(C(O)c2cnc(C(C)C)n2C)c1OC (configuration not stated)	-1.9	-2.3	-23	5	-2	-3	-3	-5	-4
COc1ccc(CCNC(=O)C(=O)NCC2OCCN2S(=O)(=O)c2ccc3c(c2)OCCO3)cc1OC (configuration not stated)	-0.5	-2.0	-10	-1	-49	8	-5	0	6
CCOC(=O)c1ccc(CNC(=O)C2CCC(=O)N(CCc3ccccc3)C2)o1 (configuration not stated)	-2.6	-5.2	1	-1	-35	-2	-1	10	-5
CCOC(=O)c1ccccc1NC(=O)c1cccc([N+](=O)[O-])c1	-1.1	-1.1	10	-1	1	1	2	1	0
COCCCn1c(=S)[nH]c2sc3c(c2c1=O)CCCC3	-3.5	-3.2	-4	-11	-26	-3	11	3	10
Cc1ccc(S(=O)(=O)NNC(=O)C2CCCCC2)cc1	-0.1	-2.3	3	-2	-3	-2	1	2	-2
CN(c1ccc(C(=O)Nc2ccccc2C(=O)N2CCOCC2)cc1)S(C)(=O)=O	-0.7	2.3	8	-38	-7	5	-2	2	-6
CCN(CC)c1ccc(/C=N/O)cc1	-3.0	-0.7	-10	3	-2	-1	-2	-7	-10
CCCN1CCN(C(=O)c2cc3c(s2)-c2ccccc2S(=O)(=O)C3)CC1	-1.4	-2.4	0	15	-5	.	-7	.	-4
COc1ccc(CCC(=O)Nc2ccc(C)c([N+](=O)[O-])c2)cc1	-2.5	-2.4	6	-10	-7	3	-6	0	-1
Cc1ccc(O)c(C(=O)CC(=O)c2ccccc2Cl)c1	-2.2	-3.1	0	12	-3	4	12	-5	-2
CC(=O)c1n[nH]nc1NC(=O)c1ccccc1	-2.7	-5.1	-24	9	0	-3	2	1	-4
Cc1onc(-c2ccccc2)c1CNS(=O)(=O)c1ccccc1	-3.7	-1.5	-4	9	-7	-2	-2	6	-1
O=C(CSc1nc2[nH]ncc2c(=O)[nH]1)c1ccc(Cl)cc1	-6.6	-3.9	-7	8	-3	.	0	7	21
CC12CC3(C)CC(C)(C1)CC(C(=O)NCCc1ccc(S(N)(=O)=O)cc1)(C2)C3	-5.5	-3.0	-12	-1	-30	-3	5	0	3
O=C1CCc2cc(S(=O)(=O)N3CCC(C(=O)NCc4ccccc4Cl)CC3)ccc2N1	-1.3	-4.3	-5	23	-15	5	-2	0	0
CCN(CC)c1ccc(/C=N/NC(=S)NC)c(O)c1	-1.4	-2.9	-3	-11	-2	4	12	-6	41*
COC(=O)c1ccc(NC(=O)Cn2nc(C)cc2C)cc1	-2.4	-1.1	-19	-7	-7	3	-1	-4	-2
COc1ccc(N(Cc2cc3cccc(C)c3[nH]c2=O)S(=O)(=O)c2ccc(OC)cc2)cc1	-1.6	0.8	-12	-7	-3	10	-8	-1	0
Cc1ccc(S(=O)(=O)CCc2nnc(NC(=O)c3ccco3)s2)cc1	-0.9	-2.7	7	-4	13	3	-8	0	-1
CCc1ccc(S(=O)(=O)NCc2csc(-c3ccccc3)n2)s1	-1.3	-3.3	-24	9	-9	-4	-6	2	-3
O=C(NC1CCCCCCC1)c1ccc2c(c1)N(Cc1ccc(F)cc1)C(=O)CS2=O (configuration not stated)	-2.5	-0.8	10	15	-19	7	2	-1	-4
O=C(O)c1ccc(Oc2c(C(F)(F)F)oc3cc(O)ccc3c2=O)cc1	-2.0	-3.0	16	28	2	7	9	1	5
CCn1cc(C(=O)N2CCCC(N3CCN(c4cccc(C(F)(F)F)c4)CC3)C2)cn1 (configuration not stated)	-1.8	-2.9	-2	3	-27	1	15	-1	-6
C#CCCCc1nc2ccccc2c(=O)n1N	-1.3	-0.5	4	-8	-11	5	13	-1	-9
O=C1[C@@H]2[C@@H]3C[C@@H]([C@H]4ON=C(c5ccc(Cl)cc5Cl)[C@@H]34)[C@@H]2C(=O)N1C1CCCCC1	-2.9	-3.1	-4	-12	1	3	7	1	-3
COc1ccc(CCNC(=O)CCCn2c(=O)[nH]c3cc(OC)c(OC)cc3c2=O)cc1OC	-3.5	-0.7	-6	-17	-29	-2	-8	0	-4
Cc1ccc(S(=O)(=O)N(CC(=O)N2CCC(C)CC2)c2cccc(C)c2)cc1	-0.6	-3.0	-3	-6	-37	1	-1	4	-1
COc1ccc(Cc2noc(-c3ccccc3)n2)cc1OC	0.4	-1.4	0	8	-21	4	-5	1	-3
Cc1csc(SCC(=O)NC(=O)C2CCCCC2)n1	-0.9	-1.8	-6	18	-2	5	-4	0	0
Cc1ccc(CNC(=O)CS(=O)CC(=O)O)cc1 (configuration not stated)	1.8	1.7	1	-2	-1	3	-15	8	-9
Cc1ccc(N2N=C(c3ccc(Br)cc3)CCC2=O)cc1	-0.6	-1.7	-4	-16	-20	7	6	4	-1
CC1(C)CC(Nc2ccc(C(F)(F)F)cc2[N+](=O)[O-])CC(C)(C)N1	-0.1	-2.2	9	1	17	4	-2	6	-2
O=C(Cc1ccc(-n2cccc2)cc1)NCc1cccs1	-2.2	-2.0	-1	-16	-1	6	1	2	0
COCCN(CCOC)c1nc(-c2ccc([N+](=O)[O-])cc2)nc2ccccc12	0.0	-1.4	10	-12	2	0	-9	-5	0
O=C(COC(=O)CCS(=O)(=O)c1ccc(Cl)cc1)NC1CCCCC1	-3.0	-4.5	6	-2	-19	0	-1	1	0
Cn1c(CCN2CCCC2)nc2cc(NS(=O)(=O)c3ccc(Cl)cc3)ccc21	-3.6	-4.8	3	1	6	6	-35	3	9
COc1ccc(N2CCN(C(=O)C(=O)c3c[nH]c4ccccc34)CC2)cc1	-1.1	-2.4	5	-1	-25	2	-4	-3	9
Cc1ccc(-c2nnc(SCC(=O)NC3CC3)n2N)cc1	-3.5	-3.3	-3	0	-2	3	0	3	10
C#CCn1c(S(=O)(=O)Cc2ccc(C)cc2)nc(-c2ccccc2)c1-c1ccccc1	-2.1	-1.9	7	-38	-19	6	-14	2	4
O=C(O)c1ccc(N/N=C/c2cccc(F)c2)cc1	1.4	-1.8	-11	-5	-8	-3	6	-5	-8
CN(C)S(=O)(=O)N1CCC(Oc2ccc(C(=O)NCc3cnn(C)c3)cc2)CC1	0.2	-1.0	1	6	-9	-4	-2	-4	-12
CNS(=O)(=O)c1cccc(C(=O)OCc2cc(=O)oc3c(C)c(O)ccc23)c1	3.6	-1.1	-7	24	-15	-3	-5	3	2
Cc1cc(C)n(-c2nc(SCC(=O)N3CCCC3)c3c4c(sc3n2)CCCC4)n1	-1.1	-2.2	10	-14	-10	-1	-2	4	-6
